RXFP1 antagonist: qHTS Assay for Antagonists of the Relaxin Receptor RXFP1; HEK293-RXFP1, relaxin-stimulated cAMP HTRF, 30 min; active compounds read low; activity change, negative = inhibition, % at 57.5 µM; 350,000 tested, 0.59% active; AID 1259400, 2018;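 active means activity change of -60% or lower, but not beyond a set lower limit; inconclusive means change between -60% and -40%, or beyond the set limit; inactive means change above -40%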; further: on the % scale 0 is the no-effect control and ±100 the full control effect
Target sequence (Q9HBX9 whole entry, looked up): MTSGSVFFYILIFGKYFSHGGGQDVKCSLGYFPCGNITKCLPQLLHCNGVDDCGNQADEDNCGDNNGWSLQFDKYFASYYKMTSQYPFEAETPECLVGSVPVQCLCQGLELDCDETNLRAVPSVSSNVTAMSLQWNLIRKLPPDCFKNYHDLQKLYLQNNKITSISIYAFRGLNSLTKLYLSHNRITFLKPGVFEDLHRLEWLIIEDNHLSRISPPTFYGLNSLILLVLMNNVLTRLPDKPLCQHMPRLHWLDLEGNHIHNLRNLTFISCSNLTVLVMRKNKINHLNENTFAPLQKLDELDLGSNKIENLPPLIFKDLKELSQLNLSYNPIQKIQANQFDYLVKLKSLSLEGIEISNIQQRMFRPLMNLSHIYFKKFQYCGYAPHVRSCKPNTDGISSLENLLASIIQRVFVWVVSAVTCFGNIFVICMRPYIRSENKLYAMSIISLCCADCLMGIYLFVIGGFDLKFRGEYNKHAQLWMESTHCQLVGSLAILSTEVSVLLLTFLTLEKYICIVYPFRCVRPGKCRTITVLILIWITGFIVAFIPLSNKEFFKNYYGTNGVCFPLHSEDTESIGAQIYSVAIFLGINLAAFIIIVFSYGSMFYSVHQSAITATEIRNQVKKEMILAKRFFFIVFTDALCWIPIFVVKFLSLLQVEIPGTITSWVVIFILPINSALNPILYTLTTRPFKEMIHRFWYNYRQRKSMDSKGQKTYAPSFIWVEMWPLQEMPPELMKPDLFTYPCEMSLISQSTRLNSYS
D2 agonist: HTS Assay for Allosteric Agonists of the Human D2 Dopamine Receptor: Primary Screen for Agonists | activation, % at 2 µM | 340,000 tested, 0.53% active | AID 485358, 2010 | HEK293 T-REx D2 cells, calcium flux agonist mode;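 active means activation over 3 SD above normal in the single-dose calcium agonist read, cut at about 30% in these data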; further: 0% is about no effect
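Agonism scored from kinetic calcium signal (1 read/sec, 180 s) following compound pin transfer, after a 10 s baseline. Cells: HEK293 Trex line expressing inducible D2 receptor coupled to calcium, dye-loaded after overnight culture at 30 C.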
D2 antagonist: HTS Assay for Allosteric Antagonists of the Human D2 Dopamine Receptor: Primary Screen for Antagonists | HEK293 TREx D2 cells, calcium flux, dopamine EC80 | inhibition, % at 10 µM | 340,000 tested, 2% active | D(2) dopamine receptor (Homo sapiens), P14416 | AID 485344, 2010; in the data active means inhibition above about 30%; further: 0% is about no effect
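Compounds are added to dye-loaded, induced HEK293 T-REx cells coupled to calcium release via D2; after a 3 min kinetic read an EC80 dopamine stimulus is given and fluorescence is recorded for 3 more min.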
D1 ag: Allosteric Agonists of the Human D1 Dopamine Receptor: qHTS. D(1A) dopamine receptor (Homo sapiens), P21728. HEK293 T-REx D1 cells, calcium flux, agonist mode. activation, % at 2 µM. 360,000 tested, 1% active. AID 504660, 2011; further: 0% is about no effect
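Tetracycline-induced HEK293 TREx D1 cells, force-coupled to calcium signalling, were dye-loaded with a no-wash calcium kit. Compound was pin-added after a 10 s baseline. Fluorescence was read kinetically at 1 cycle/s for 180 s, with calcium rises flagged as agonism.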
D1 antagonist: Antagonist of Human D 1 Dopamine Receptor: qHTS; AID 504652, 2011; activity change, negative = inhibition, % at 10 µM; 360,000 tested, 3.2% active; HEK293 TREx D1 cells, calcium flux, dopamine EC80; active compounds read low; in the data active means activity change below about -30%; further: on the % scale 0 is the no-effect control and ±100 the full control effect
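HEK293 T-REx cells expressing inducible, force-coupled D1 receptor; no-wash Ca dye, 30–90 min RT. Cmpd → 180 s read at 1 Hz → EC80 DA → 180 s read.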
TRHR PAM: qHTS for Small Molecule Agonists and Allosteric Enhancers of Human TRH Receptor: Primary Screen for Enhancers; AID 493056, 2011; 360,000 tested, 0.66% active; TRHR cells, fluo-8 calcium fluorescence, EC20 TRH enhancement; enhancement, % at 2 µM; Thyrotropin-releasing hormone receptor (Homo sapiens), P34981; in the data active means enhancement above about 30%; further: 0% is about no effect
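TRHR-expressing cells loaded with fluo-8 calcium dye were read kinetically (ex 480/em 530) during compound addition, then stimulated with an EC20 of TRH (10 nM final). Enhancement of the Gq-mediated intracellular calcium response was scored.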
D2 PAM: HTS Assay for Positive Allosteric Modulators of the Human D2 Dopamine Receptor: Primary Screen for Potentiators; HEK293 T-REx D2, calcium flux, EC20 dopamine potentiation; potentiation, % at 10 µM; 340,000 tested, 0.34% active;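 active means potentiation over 3 SD above the plate norm, cut at about 30% in these data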; further: 0% is about no effect
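Potentiation of an EC20 dopamine calcium response is measured in a force-coupled, tetracycline-inducible Hek293 Trex D2 line. Compound-only kinetic reads over 180 s flag agonists before dopamine addition.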
TRHR agonist: qHTS for Small Molecule Agonists and Allosteric Enhancers of Human TRH Receptor: Primary Screen for Agonists. activation, % at 2 µM. Thyrotropin-releasing hormone receptor (Homo sapiens), P34981. 360,000 tested, 0.18% active. TRHR cells, calcium flux fluo-8, FDSS agonist mode; further: 0% is about no effect
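Steps: seed TRHR cells overnight; add fluo-8 no-wash Ca dye, RT 30 min–1.5 h; record 10 s baseline; pin-transfer compounds; monitor fluorescence 1 cycle/s for the agonist window. Calcium increases flag candidate agonists.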
D1 potentiator: Potentiators of Human D1 Dopamine Receptor: qHTS; HEK293 TREx D1 cells, calcium flux, dopamine EC20 potentiation; potentiation, % at 10 µM; 360,000 tested, 0.036% active; AID 504651, 2011; in the data active means potentiation above about 30%; further: 0% is about no effect
* hit, by the source's call; ? = inconclusive; . = not tested or not shown. Unless noted, no stated cut-off is given here; in the data, active means activation above about 30%; inactive means the rest.

[1] NC(=O)COn1c(SCC(N)=O)nc2ccccc2c1=O
[2] Cc1ccc(C)c(NC(=S)N2CCC(c3nc4ccccc4s3)CC2)c1
[3] OC(COc1ccc2c(c1)CCC2)Cn1cnc2ccccc21 (configuration not stated)
[4] CCOC(=O)c1cnc2ccccc2c1NCCO
[5] NC(=O)COc1cccc(/C=N/NC(=O)c2ccc(-n3cccc3)cc2)c1
Assay by compound	1	2	3	4	5
D1 ag	2	-1	11	1	2
RXFP1 antagonist	-9	-10	-21	5	-4
D2 PAM	7	-9	7	-10	-3
D1 antagonist	5	-18	-21	17	-4
TRHR PAM	4	-9	12	7	-5
D2 antagonist	3	7	-29	-41	-7
D1 potentiator	1	3	-4	-4	1
TRHR agonist	0.9	0.9	0.2	-0.2	1.5
D2 agonist	1.3	-0.3	-0.1	-0.8	-0.5

[6] Cc1ccc(S(=O)(=O)c2c(CO)c(-c3ccccc3)nn2C)cc1
[7] C(=N\n1cncn1)/c1ccc(N2CCOCC2)cc1
[8] O=C1C(Cc2ccccc2O)NC(=S)N1c1ccccc1 (configuration not stated)
[9] Cc1ccc(NC(=O)COc2ccc3c(c2)OCO3)c(C)c1
[10] FC(F)(F)c1cc(-c2ccco2)nc(-n2nc(C(F)(F)F)cc2C2CC2)n1
Assay by compound	6	7	8	9	10
D1 ag	1	4	2	3	2
RXFP1 antagonist	-13	5	-8	2	-27
D2 PAM	6	-8	11	2	5
D1 antagonist	1	7	-2	-1	18
TRHR PAM	-6	1	2	3	-5
D2 antagonist	.	4	-16	-1	-6
D1 potentiator	-2	0	3	-5	-3
TRHR agonist	0.5	-0.9	0.5	0.1	5.3
D2 agonist	.	-0.4	0.0	0.6	1.5

[11] COc1ccc(CNC(=O)Cc2c[nH]c3ccccc23)cc1OC
[12] O=C(N/C(=C\c1cccc([N+](=O)[O-])c1)C(=O)N1CCOCC1)c1ccco1
[13] CCC1(C)Cc2c(sc3nc(NN)n(C)c(=O)c23)CO1 (configuration not stated)
[14] COc1cc(Cl)c(NC(=O)CCc2nc3cccnc3n2-c2ccccc2)c(OC)c1
[15] COC(=O)C1(C)NC(c2ccc(O)cc2)C2C(=O)N(c3ccc4c(c3)OCCO4)C(=O)C21 (configuration not stated)
Assay by compound	11	12	13	14	15
D1 ag	1	-2	1	0	2
RXFP1 antagonist	-1	-2	-7	-8	-3
D2 PAM	-3	2	-2	5	3
D1 antagonist	2	8	0	-1	-5
TRHR PAM	-1	1	-1	0	0
D2 antagonist	-4	-19	-3	.	-1
D1 potentiator	-3	2	-4	-2	-2
TRHR agonist	-0.6	0.6	0.7	-2.0	-0.1
D2 agonist	-0.3	-0.2	0.8	-1.1	0.3

[16] COc1ccc(NC(=O)Cn2nnc(-c3ccccc3F)n2)cc1
[17] COc1c(O)c(O)c2oc(-c3ccccc3)cc(=O)c2c1OC
[18] NNC(=O)/C(=C\c1ccco1)NC(=O)c1ccco1
[19] Clc1ccccc1COc1ccc(/C=N/n2cnnc2)cc1
[20] Fc1ccc(-c2[nH]ncc2CN2CCN(c3ccc(F)cc3)CC2)cc1
Assay by compound	16	17	18	19	20
D1 ag	4	4	6	8	21
RXFP1 antagonist	3	.	12	-23	-12
D2 PAM	21	14	1	5	-12
D1 antagonist	3	19	-4	8	21
TRHR PAM	-3	-6	4	-2	15
D2 antagonist	-1	-5	0	0	-3
D1 potentiator	-6	1	-8	-9	-2
TRHR agonist	-0.2	-0.2	-0.6	-0.5	1.9
D2 agonist	-0.6	-0.1	-0.3	-0.9	14

[21] COc1cc(C(=O)OC2CSCC2NC(=O)c2ccccc2)cc(OC)c1OC (configuration not stated)
[22] CCCCOC(=O)c1ccc(Nc2nc3ccccc3c3nnc(C)n23)cc1
[23] CS(=O)(=O)Nc1ccc(C(=O)NCCSCc2ccco2)cc1
[24] COc1ccccc1CC(=O)Nc1ccon1
[25] NS(=O)(=O)c1ccc(CCNC(=O)C(=O)Nc2cc3c4c(c2)CC(=O)N4CCC3)cc1
Assay by compound	21	22	23	24	25
D1 ag	3	5	1	-2	4
RXFP1 antagonist	0	-13	4	9	-20
D2 PAM	18	.	-3	12	0
D1 antagonist	2	-55*	2	29	4
TRHR PAM	-8	-5	-2	-2	8
D2 antagonist	-15	.	8	-5	-3
D1 potentiator	-4	-4	-1	-5	-4
TRHR agonist	-2.2	0.9	-0.1	-0.1	0.3
D2 agonist	-0.1	1.9	0.7	0.2	0.4

[26] COc1ccc(-c2oc3cc(OC)c(O)c(OC)c3c(=O)c2OC)cc1O
[27] NC(=O)CN1CCN(Cc2ccc3c(c2)OCO3)CC1
[28] CC(NC(=O)C1CCCCC1)C(=O)NC1=NCCS1 (configuration not stated)
[29] COc1ccc(NC(=O)c2c3c(nc4ccccc24)CCN(Cc2ccccc2)C3)c(OC)c1
[30] CCOc1ccc(CCNC(=O)c2cc(S(=O)(=O)N3CCOCC3)ccc2C)cc1OCC
Assay by compound	26	27	28	29	30
D1 ag	1	3	0	0	0
RXFP1 antagonist	.	22	-16	0	-11
D2 PAM	14	3	-14	3	12
D1 antagonist	18	9	.	-20	-5
TRHR PAM	0	-1	2	-1	3
D2 antagonist	-4	-4	10	-11	3
D1 potentiator	-1	-3	-1	4	1
TRHR agonist	-0.7	1.0	0.2	-0.5	-0.2
D2 agonist	-0.3	1.4	-0.2	0.2	-0.1

The list goes on; it opens with the 3 that closed the last part.
[28] CC(NC(=O)C1CCCCC1)C(=O)NC1=NCCS1 (configuration not stated)
[29] COc1ccc(NC(=O)c2c3c(nc4ccccc24)CCN(Cc2ccccc2)C3)c(OC)c1
[30] CCOc1ccc(CCNC(=O)c2cc(S(=O)(=O)N3CCOCC3)ccc2C)cc1OCC
[31] CC(NC(=O)c1cc([N+](=O)[O-])cc([N+](=O)[O-])c1)c1ccc(-n2ccnc2)cc1 (configuration not stated)
[32] CC(C)(C)OC(=O)N1Cc2ccccc2C[C@H]1C(=O)NCC(=O)NCC1CCCO1 (some centres not stated)
[33] Cc1nn(C)cc1CNC(=O)c1ccc(F)cc1
[34] COCCn1nnnc1SCC(=O)c1ccc(F)cc1
[35] COc1ccc(-n2ccnc(NCCc3ccc(S(N)(=O)=O)cc3)c2=O)cc1
Assay by compound	28	29	30	31	32	33	34	35
D1 ag	0	0	0	2	1	2	-1	3
RXFP1 antagonist	-16	0	-11	4	9	0	-1	.
D2 PAM	-14	3	12	5	0	18	5	-1
D1 antagonist	.	-20	-5	-16	14	3	2	12
TRHR PAM	2	-1	3	-9	1	-1	-6	15
D2 antagonist	10	-11	3	-3	-2	-14	39*	.
D1 potentiator	-1	4	1	5	2	0	5	-4
TRHR agonist	0.2	-0.5	-0.2	-2.0	0.1	-0.4	-0.1	0.0
D2 agonist	-0.2	0.2	-0.1	0.0	0.1	0.6	1.0	0.4

[36] CCN1CCN(c2ncc(C(=O)N3CCCc4ccccc43)c3ccccc23)CC1
[37] CCCN(CCC)CC(O)Cn1cc(/C=C/C(=O)c2ccc(C)cc2)c2ccccc21 (configuration not stated)
[38] COc1ccccc1CNC(=O)CCc1nnc2ccc(NCCCN3CCCC3=O)nn12
[39] CC(C)C[C@@H](C(=O)NCC1CCCO1)N1C(=O)N2CCc3c([nH]c4ccccc34)[C@@]2(C)C1=O (some centres not stated)
[40] CSC1=NC(C)N2C(SC)=NC(C)N12 (configuration not stated)
Assay by compound	36	37	38	39	40
D1 ag	6	133*	3	2	2
RXFP1 antagonist	-3	?	40	.	-10
D2 PAM	-20	-18	-1	.	-3
D1 antagonist	-29	-42*	4	7	4
TRHR PAM	-3	5	11	1	4
D2 antagonist	7	.	3	.	9
D1 potentiator	2	3	-3	-4	0
TRHR agonist	0.0	8.1	0.4	-0.1	1.0
D2 agonist	1.0	9.1	0.5	.	1.0

3 entries from above, reformatted.
Below each compound: D1 ag	RXFP1 antagonist	D2 PAM	D1 antagonist	TRHR PAM	D2 antagonist	D1 potentiator	TRHR agonist	D2 agonist
38	COc1ccccc1CNC(=O)CCc1nnc2ccc(NCCCN3CCCC3=O)nn12
  3	40	-1	4	11	3	-3	0.4	0.5
37	CCCN(CCC)CC(O)Cn1cc(/C=C/C(=O)c2ccc(C)cc2)c2ccccc21 (configuration not stated)
  133*	?	-18	-42*	5	.	3	8.1	9.1
39	CC(C)C[C@@H](C(=O)NCC1CCCO1)N1C(=O)N2CCc3c([nH]c4ccccc34)[C@@]2(C)C1=O (some centres not stated)
  2	.	.	7	1	.	-4	-0.1	.

Later entries.
[41] O=C(Cn1c(C(F)(F)F)nc2ccccc21)N/N=C/c1ccco1
[42] O=C(c1ccccc1)c1nnc(-c2ccccc2F)o1
[43] CCN1CCN(c2c(C(=O)c3ccc(OC)cc3)cnc3ccccc23)CC1
[44] Cc1ccc(-c2nn3c(=O)cc(CN4CCN(S(=O)(=O)c5ccc(Cl)cc5)CC4)nc3s2)cc1
[45] CN(C)S(=O)(=O)c1ccc(C(=O)NCCSc2ccc(Br)cc2)cc1
[46] c1ccc(Cc2nnc3sc(-c4cccs4)nn23)cc1
[47] CC(C)[C@H](NS(=O)(=O)c1cccc(C(F)(F)F)c1)C(=O)OCC(N)=O
Assay by compound	41	42	43	44	45	46	47
D1 ag	3	2	3	0	3	-4	2
RXFP1 antagonist	-20	-3	.	.	-7	8	1
D2 PAM	-4	6	-13	-10	0	-10	11
D1 antagonist	-21	-15	6	13	3	5	0
TRHR PAM	-4	-5	6	1	-6	-6	39*
D2 antagonist	5	4	-4	.	10	73*	-5
D1 potentiator	-8	3	-4	0	-1	5	5
TRHR agonist	-0.1	0.2	0.0	-0.7	-0.6	-1.9	2.2
D2 agonist	12	-1.0	0.1	-0.5	-1.7	-1.0	-1.8

High-throughput results from PubChem.
